Compound activity (PubChem BioAssay)
BLM inh = qHTS Assay for Inhibitors of Bloom's syndrome helicase (BLM); recombinant BLM DNA unwinding, fluorescence dequenching; AID 2528, 2010; actives 0.2% (n = 350,000); RecQ-like DNA helicase BLM (Homo sapiens), P54132; Potency, µM (highest dose often 56.1 µM), inactives show at the highest dose activity change, negative = inhibition, actives largely listed as inhibitors;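 note: plate controls were vehicle for no effect and no enzyme for full effect; nearly all actives have a fitted effect of over 35% in size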
Pol eta inh = qHTS for Inhibitors of Polymerase Eta | DNA polymerase eta (Homo sapiens), Q9Y253 | actives 1.2% (n = 390,000) | Potency, µM (doses to about 114 µM), for the others: top-dose activity change, negative = inhibition, hits mostly inhibitors | recombinant Pol eta, fluorescent DNA replication assay | AID 588591, 2011; note: % is set by controls: 0 for no effect and ±100 for the full control effect
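Pol eta (10 nM) was preincubated with compounds for 15 min at room temperature, after which fluorescent replication substrate (50 nM final) was added to start the reaction. Fluorescence was read kinetically at 0 and 10 min.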
Anesthetic bind = qHTS Assay for Identification of Novel General Anesthetics. apoferritin/1-aminoanthracene competitive binding, fluorescence. Potency, µM (top dose mostly 77.5 µM), for the others: at the highest dose activity change, negative = displacement, hits mostly inhibitors. actives 0.074% (n = 350,000); note: % is set by controls: 0 for no effect and ±100 for the full control effect; nearly all actives have a fitted effect of over 20% in size
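Horse-spleen apoferritin (10 uM) was mixed with 50% saturated 1-aminoanthracene in PBS, exposed to compounds for 10 min at room temperature, and read for fluorescence (ex 380 nm, em 535 nm). Competitive displacement was fitted with a four-parameter Hill equation.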
Pol kappa inh = qHTS for Inhibitors of Polymerase Kappa | actives 0.53% (n = 400,000) | DNA polymerase kappa (Homo sapiens), Q9UBT6 | Potency, µM (doses to about 107 µM), for inactives: at the highest dose activity, negative = inhibition, usual class: inhibitors | purified Pol kappa, fluorescent DNA synthesis assay, 10 min; note: % is set by controls: 0 for no effect and ±100 for the full control effect
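First, compounds were pin-transferred onto 10 nM Pol kappa. After 15 min at room temperature, substrate was added to 50 nM final. Fluorescence was then measured kinetically at 0 and 10 min.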
BAZ2B inh = qHTS Assay for Inhibitors of BAZ2B; AlphaScreen BAZ2B-H3K14Ac peptide displacement; Potency, µM (doses to about 114 µM), inactives show top-dose activity change, negative = inhibition, most hits filed as inhibitors; actives 4.4% (n = 360,000); note: % is set by controls: 0 for no effect and ±100 for the full control effect; nearly all actives have a fitted effect of over 60% in size
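Complex of BAZ2B and biotin-H3K14Ac (50 nM apiece) forms over 30 min at RT, then faces library compounds up to 110 uM for another 30 min; AlphaScreen beads added, 20 min dark incubation, luminescence read.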
POLB inh = qHTS Assay for Inhibitors of DNA Polymerase Beta | P06746 | Pol beta primer extension/strand displacement, fluorescence kinetic | Potency, µM (doses to about 114 µM), for inactives: at the highest dose activity change, negative = inhibition, usual class: inhibitors | actives 1.3% (n = 340,000); note: % is set by controls: 0 for no effect and ±100 for the full control effect
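Curves were derived by four-parameter Hill fits of normalized qHTS data. The kinetic fluorescent primer-extension read was taken at 0 and 10 min after 50 nM substrate, following a 15 min room-temperature preincubation of 10 nM enzyme with compounds.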
APEX1 inh = qHTS Assay for Inhibitors of the Human Apurinic/apyrimidinic Endonuclease 1 (APE1). DNA repair nuclease/redox regulator APEX1 (Homo sapiens), P27695. recombinant APE1, TAMRA/BHQ-2 abasic DNA cleavage fluorescence. Potency, µM (top dose mostly 65.8 µM), for inactives: at the highest dose activity change, negative = inhibition, actives largely listed as inhibitors. AID 2517, 2012. actives 0.35% (n = 350,000);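 note: plate controls were vehicle for no effect and reference inhibitor for full effect; nearly all actives have a fitted effect of over 55% in size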
Target sequence (P27695 whole entry, looked up): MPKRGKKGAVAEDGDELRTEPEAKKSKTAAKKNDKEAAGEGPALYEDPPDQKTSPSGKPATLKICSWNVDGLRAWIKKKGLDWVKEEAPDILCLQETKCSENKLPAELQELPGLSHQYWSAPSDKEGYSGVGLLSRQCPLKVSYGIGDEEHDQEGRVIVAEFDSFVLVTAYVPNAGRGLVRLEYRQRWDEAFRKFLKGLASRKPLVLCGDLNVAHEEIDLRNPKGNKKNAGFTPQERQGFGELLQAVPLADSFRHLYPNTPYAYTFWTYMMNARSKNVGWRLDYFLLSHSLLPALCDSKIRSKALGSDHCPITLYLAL
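Quantitative HTS: incision of a TAMRA/BHQ-2 double-stranded substrate bearing a tetrahydrofuran abasic site by 0.75 nM APE1 raises fluorescence. Substrate 50 nM final, added after 15 min compound preincubation at room temperature; progress as third-minus-first kinetic read difference.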
POLI inh = qHTS for Inhibitors of Polymerase Iota; DNA polymerase iota (Homo sapiens), Q9UNA4; Pol iota fluorescent replication assay, 10 min; Potency, µM (doses to about 115 µM), without a hit: at the top dose activity, negative = inhibition, most hits filed as inhibitors; actives 1% (n = 390,000)
Target sequence (Q9UNA4 whole entry, looked up): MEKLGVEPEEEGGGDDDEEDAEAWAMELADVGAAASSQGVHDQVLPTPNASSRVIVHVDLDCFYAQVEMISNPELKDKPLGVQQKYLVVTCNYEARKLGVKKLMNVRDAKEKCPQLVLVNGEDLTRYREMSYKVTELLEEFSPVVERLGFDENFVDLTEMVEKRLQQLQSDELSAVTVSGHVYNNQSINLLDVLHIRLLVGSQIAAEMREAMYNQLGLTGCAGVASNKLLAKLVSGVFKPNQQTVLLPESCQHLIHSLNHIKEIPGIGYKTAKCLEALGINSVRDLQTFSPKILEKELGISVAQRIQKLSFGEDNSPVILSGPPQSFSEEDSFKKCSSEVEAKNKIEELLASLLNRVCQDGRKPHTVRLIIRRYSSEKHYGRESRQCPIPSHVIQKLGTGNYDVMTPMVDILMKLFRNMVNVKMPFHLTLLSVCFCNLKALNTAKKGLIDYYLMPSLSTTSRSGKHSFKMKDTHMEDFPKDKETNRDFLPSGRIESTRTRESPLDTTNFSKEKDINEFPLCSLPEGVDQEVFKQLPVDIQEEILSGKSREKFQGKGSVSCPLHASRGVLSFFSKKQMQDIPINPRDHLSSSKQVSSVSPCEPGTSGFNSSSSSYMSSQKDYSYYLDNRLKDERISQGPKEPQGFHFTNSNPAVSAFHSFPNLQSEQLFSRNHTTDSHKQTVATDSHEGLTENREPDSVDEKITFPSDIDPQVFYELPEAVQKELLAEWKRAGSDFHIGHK
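Fluorescent replication assay read twice, at 0 min and 10 min after adding 50 nM (final) substrate. Enzyme (10 nM) and compounds were first incubated 15 min at room temperature; enzyme-free buffer wells were negative controls.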
G9a block = qHTS Assay for Inhibitors of Histone Lysine Methyltransferase G9a. Histone-lysine N-methyltransferase EHMT2 (Homo sapiens), Q96KQ7. G9a H3K9 monomethylation, AlphaScreen, 2 h. Potency, µM (highest dose often 102 µM), inactives show at the highest dose activity, negative = inhibition, usual class: inhibitors. actives 8.8% (n = 350,000); note: % is set by controls: 0 for no effect and ±100 for the full control effect; nearly all actives have a fitted effect of over 75% in size
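Chemiluminescent proximity detection of H3K9 monomethylation, read after 10 min bead incubation in the dark. Reaction: 20 nM G9a, 500 nM biotin-H3K9 peptide, 20 uM SAM cofactor, 2 h, room temperature, following 15 min enzyme-compound preincubation.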
The depositor's hits bear a star; ? = inconclusive; . = no result given; & = joins results of further samples; [ ] = remark or other dose. Calls come from the whole dose curve; as a rule, active = well fitted curve in the direction sought with a large enough effect; inconclusive = small, poorly fitted or top-dose-only effect, or another doubt; inactive = no such curve, though single readings can be large; an effect the other way counts as inactive or inconclusive. Potency is the fitted concentration of half-maximal effect. Only part of the results is shown; rates above refer to the full screens.

SMILES	BLM inh	Pol eta inh	Anesthetic bind	Pol kappa inh	BAZ2B inh	POLB inh	APEX1 inh	POLI inh	G9a block
Cc1nn(Cc2ccccc2)c(C)c1NC(=O)c1cc(C(C)C)on1	0%	-21%	-1%	7%	1%	4%	.	23%	-3%[59 µM]
CCOC(=O)c1sc(NC(=O)c2ccncc2)nc1C	-11%	-9%	-2%	-17%	-2%	1%	-6%	?	17%[59 µM]
Cc1c(C(=O)NCc2n[nH]c(=S)n2-c2ccc(F)cc2)cccc1[N+](=O)[O-]	-3%	-3%	-2%	11%	3%	38%	0%	16%	10µM*
O=C(NCc1ccc2c(c1)OCO2)c1cc(F)c(F)cc1Cl	-6%	-12%	-10%	0%	?	29%	2%	62%[activator]	.
Cc1ccc2nc(-c3cccc(Br)c3)cc(C(=O)NC3=NCCS3)c2c1	-3%	-7%	-8%	6%	-19%	-18%	-3%	118%[activator]	.
OCCN1CCN(C(=S)NC2CCCC2)CC1	1%	6%	-1%	-3%	-17%	9%	-4%	22%	-16%
Cc1cc(-n2c(C)nc3ccccc3c2=O)ccc1NC(=O)C(F)(F)F	2%	1%	-11%	-9%[60.1 µM]	-12%	-17%	.	-9%	-14%[59 µM]
Cc1cccc2sc(NC(=O)Cn3cccc3)nc12	4%	-6%	-12%	9%	?	10%	-8%	-11%	45µM*
O=C(OCC(=O)N1CCN(c2ccccc2)CC1)C1=COCCO1	0%	-8%	-11%	-4%	10%	0%	1%	-3%	4%[59 µM]
O=C(CCCN1C(=O)c2cccc3cccc(c23)C1=O)N1CCN(c2ccccn2)CC1	-6%	-13%	-3%	0%	2%	16%	1%	49%[activator]	6%[59 µM]
Cn1cnc2cc(NCc3ccccc3Cl)ccc21	-3%	-22%	-13%	4%	-31%	10%	19%	11%	50µM*
O=C(Nc1cccc(F)c1)c1c(O)c2cccc3c2n(c1=O)CCC3	-3%	.	-6%	.	-12%	2%	-4%	.	27%
Cc1cc(C)cc(NC(=O)CN2C(=O)NC(C)(c3ccccc3)C2=O)c1 (stereo unspecified)	-6%	-17%	?	-5%	-5%	-14%	-3%	13%	.
C/C(=N/NC(=O)c1ccco1)c1cccc(NC(=O)c2ccc(C)o2)c1	2%	2%	-10%	3%	1%	5%	16%	19%	.
COc1ccccc1CCN=C(N)NS(=O)(=O)c1ccc(C)cc1	-4%	-22%	-13%	-2%	-24%	-1%	1%	5%	-12%
CSC1=NC2(C)CCCCC2C12C=CC(=O)C=C2 (stereo unspecified)	-1%	-5%	-14%	-3%	-10%	4%	26%	32%[activator]	.
N#CC1(NC(=O)CSc2nc3ncc(Cl)cc3[nH]2)CCCCC1	.	-10%	.	3%	-18%	.	30%	26%	-6%[0.501 µM]
O=C(NC1CCCCC1)C(c1ccncc1)N(Cc1ccc2c(c1)OCO2)C(=O)c1cnsn1 (stereo unspecified)	-5%	-10%	-9%	-10%	-13%	0%	4%	-31%	?
Cc1nc(C)c(C(=O)O)c(-c2ccsc2)c1C(=O)O	-8%	-12%	-6%	-19%	-5%	-13%	0%	42%[activator]	50µM*
COc1ccccc1NC(=S)N1CCCC1	-2%	-10%	0%	-7%	2%	-13%	0%	5%	-10%[59 µM]

Three compounds from above, ordered by SMILES length, rising:
SMILES	BLM inh	Pol eta inh	Anesthetic bind	Pol kappa inh	BAZ2B inh	POLB inh	APEX1 inh	POLI inh	G9a block
COc1ccccc1CCN=C(N)NS(=O)(=O)c1ccc(C)cc1	-4%	-22%	-13%	-2%	-24%	-1%	1%	5%	-12%
O=C(Nc1cccc(F)c1)c1c(O)c2cccc3c2n(c1=O)CCC3	-3%	.	-6%	.	-12%	2%	-4%	.	27%
O=C(NC1CCCCC1)C(c1ccncc1)N(Cc1ccc2c(c1)OCO2)C(=O)c1cnsn1 (stereo unspecified)	-5%	-10%	-9%	-10%	-13%	0%	4%	-31%	?

Following part:
SMILES	BLM inh	Pol eta inh	Anesthetic bind	Pol kappa inh	BAZ2B inh	POLB inh	APEX1 inh	POLI inh	G9a block
CCCOc1ccc(C(=O)NNC(=O)CCNC(=O)c2ccco2)cc1OC	.	-3%	.	-12%	3%	.	-3%	1%	4%
COCCn1c(SCC(=O)Nc2ccc3[nH]c(=O)[nH]c3c2)nc2ccccc21	.	-23%	.	-6%	.	.	6%	41%[activator]	.
COc1cccc(/C=C(\C#N)C(=O)NC2CCS(=O)(=O)C2)c1 (stereo unspecified)	2%	-14%	-12%	-4%	4%	27%	3%	?	-12%[59 µM]
COC(=O)c1c(-c2ccc(Cl)cc2)noc1N1CCN(c2cc(C)ccc2C)CC1	0%	-9%	45%[activator]	-13%[60.1 µM]	-7%	-20%	.	-4%	10%[59 µM]
CCN(CC(=O)NCc1ccc(Cl)cc1)C(=O)CSCC(=O)Nc1cccc(C)c1	-8%	-13%	-9%	8%	-1%	7%	1%	21%	0%
C(=C\c1ccccn1)/c1cccnc1	3%	.	-5%	.	9%	36%	11%	.	8%
O=C(Nc1cccc(-c2cnc3ccccc3n2)c1)c1ccc(Cl)cc1	2%	-1%	-7%	-1%	4%	42%	14%	17%	.
COc1ccc(CN2C(=O)[C@@H]3C(c4ccccc4Cl)=NO[C@@H]3C2=O)cc1	-9%	-7%	7%	4%	-5%	6%	2%	-10%	-50%
COc1cc2c(C(=O)N3CCN(c4ccccc4)CC3)c(C)oc2cc1Br	-8%	-2%	-9%	-9%	?	0%	-4%	-11%	?
CCCOC(=O)CCCC[C@H]1SC[C@@H](NC(=O)OC)[C@H]1NC(=O)OC	-6%	8%	6%	-9%	-4%	21%	-6%	17%	-6%[59 µM]
Oc1ccccc1N1CCN(c2ncccn2)CC1	-3%	-16%	4%	-13%	-1%	3%	2%	31%[activator]	-36%[12.7 µM]
CCOC(=O)c1cn(CC(=O)Nc2ccc(OC)cc2OC)nn1	3%&0%	-8%&-21%	-2%&-4%	-4%&-8%	11%	42%&21%	27%	?	-3%
CCOC(=O)c1c(-c2ccccc2)oc2ccc(N(C(C)=O)S(=O)(=O)c3ccc(C)cc3)cc12	-8%	-21%	-6%	-11%	-1%	?	.	4%	6%[59 µM]
COc1ccc(CSCC(=O)N/N=C/c2ccccc2OCc2ccccc2)cc1	-9%	-4%	0%	-5%[60.1 µM]	-8%	-16%	-14%	13%	-1%[2.33 µM]
CCc1ccc(CN(C)C(=O)c2ccc3c(c2)OCCO3)cc1	-3%	-18%	4%	18%	5%	2%	10%	4%	13%
COc1ccc(Cl)cc1NC(=O)NC(C)c1ccncc1 (stereo unspecified)	2%	-3%	-6%	-1%	2%	-6%	-1%	9%	10%[59 µM]
NC(=O)CC(NC(=S)NCc1ccccc1)C(=O)O (stereo unspecified)	-1%	-1%	-9%	2%	-5%	39%	4%	-1%	71µM*
O=C(c1cc(-c2ccccc2)on1)N1CCCc2ccccc21	-15%	-21%	-14%	-2%	-10%	-5%	3%	32%	.
c1ccc2c(c1)CC/C2=N/Nc1nc2ccccc2[nH]1	-6%	-22%	-9%	-13%	?	-16%	-9%	15%	5%
CC1CCC2C(C)C3C(CC4[C@@H]5CC=C6C[C@@H](O)CC[C@]6(C)C5CC[C@]34C)N2C1 (stereo partly specified)	-28%	.	-16%	0%[60.1 µM]	.	.	-10%	.	.
CCCc1nc(SCc2ccccn2)c2c(=O)n(C)c(=O)n(C)c2n1	3%	-15%	?	-7%	-1%	23%	-3%	17%	-1%
CCS(=O)(=O)N1CCN(C(C)CCc2ccccc2)CC1 (stereo unspecified)	3%	0%	2%	3%	?	-7%	8%	7%	?
COCc1nc2oc3ccccc3c(=O)c2cc1C(=O)OC	-1%	-8%	-3%	4%[60.1 µM]	2%	7%	10%	12%	14%
COc1ccccc1CNC(=O)CCNS(=O)(=O)c1ccc2c(c1)CCCC(=O)N2	2%	-6%	3%	4%	12%[57.1 µM]	19%	.	-5%	-12%[59 µM]
Cc1nnc(NC(=O)c2ccc(S(=O)(=O)N3CCc4ccccc4C3)cc2)o1	-4%	-8%	-11%	5%[60.1 µM]	79µM*	22%	-5%	15%	-25%
CCOC(=O)c1cc(-c2ccccc2)n(CC(=O)Nc2ccc(OC)c(OC)c2)c1C	-4%	-9%	-3%	-6%	1%	27%	-6%	-5%	25%[59 µM]
CCCNS(=O)(=O)c1ccc(OCC(=O)Nc2ccccc2F)cc1	-6%	-12%	5%	-15%	4%	14%	-1%	9%	15%[59 µM]
O=C(Nc1ccc(N2CCOCC2)cc1N1CCOCC1)c1ccc([N+](=O)[O-])cc1Cl	-2%	-25%	-4%	2%	-38%	22%	32%[activator]	3%	5%
COc1ccc(Br)c(C(=O)N2CCN(S(=O)(=O)/C=C/c3ccccc3)CC2)c1	-3%	1%	-16%	1%	-16%	-3%	?	105%[activator]	1%
COc1ccccc1/C=C/C=N/n1c(-c2cc(-c3ccccc3)n[nH]2)n[nH]c1=S	-2%	-17%	-20%	1%	-16%	?	-2%	25%	?
O=S(=O)(Nc1ccc(Br)cc1)c1cccc(NC(=S)NCCN2CCOCC2)c1	-3%	-13%	8%	5%	-15%	1%	44%[activator]	40%[activator]	32µM*

3 entries from above, comma-delimited.
SMILES,BLM inh,Pol eta inh,Anesthetic bind,Pol kappa inh,BAZ2B inh,POLB inh,APEX1 inh,POLI inh,G9a block
COCc1nc2oc3ccccc3c(=O)c2cc1C(=O)OC,-1%,-8%,-3%,4%[60.1 µM],2%,7%,10%,12%,14%
COc1ccccc1CNC(=O)CCNS(=O)(=O)c1ccc2c(c1)CCCC(=O)N2,2%,-6%,3%,4%,12%[57.1 µM],19%,.,-5%,-12%[59 µM]
Cc1nnc(NC(=O)c2ccc(S(=O)(=O)N3CCc4ccccc4C3)cc2)o1,-4%,-8%,-11%,5%[60.1 µM],79µM*,22%,-5%,15%,-25%
